WRN inhibitor: WRN helicase (human) inhibition; WRN helicase unwinding, fluorescent forked duplex, kinetic; hit rate 0.46% among 360,000; AID 651768; Potency, µM (doses to about 114 µM), without a hit: at the top dose activity change, negative = inhibition, hits mostly inhibitors; note: potency is the fitted concentration of half-maximal effect; % is set by controls: 0 for no effect and ±100 for the full control effect; nearly all actives have a fitted effect of over 55% in size
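WRN at 20 nM final was preincubated with compound for 15 min at room temperature; reaction started with 100 nM forked duplex oligonucleotide carrying fluorophore and quencher plus 2 mM ATP (final). Unwinding followed kinetically by red fluorescence (ex 525/em 598 nm).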
PI5P4Ka inh: PI5P4K alpha (human) kinase inhibition; max response, %; AID 652105; P48426; PI5P4Kalpha enzyme, ADP-Glo luminescence, 60 min; hits give low values; hit rate 1.2% among 330,000; active = max response of -50% or lower; inconclusive = between -30% and -50%; inactive = -30% or higher; note: value at the top dose of about 77 µM; % is set by controls: 0 for no effect and ±100 for the full control effect
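PI5P4Kalpha ADP-Glo assay; 5 microM ATP final; 60 min RT reaction; HEPES pH 7.4/EGTA/CHAPS, 5% DMSO; controls lacking substrate or enzyme; luminescent end-point.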
FUS yeast rescue: suppressors of FUS proteinopathy in yeast; Potency, µM (titrated, usually from 76.6 µM), without a hit: at the highest dose growth rescue (activation), actives largely listed as activators; hit rate 0.24% among 390,000; S. cerevisiae FUS-expressing, growth rescue, OD600, 24 h; AID 1347120;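 note: potency is the fitted concentration of half-maximal effect; plate controls were DMSO vehicle for no effect and reference control for full effect; nearly all actives have a fitted effect of over 55% in size; some results filed as inactive show a strong effect at the top dose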
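Galactose (2%) drives FUS expression in yeast precultured in raffinose; seeding density OD 0.005. Test compounds incubated 24hr at 30C and 99% humidity before absorbance at 600 nm was measured.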
PLK1 PBD block: blocks phosphopeptide binding to human PLK1 polo-box domain; hit rate 2.8% among 360,000; Potency, µM, for the others: max response, negative = inhibition, most hits filed as inhibitors; Plk1 PBD binding of FITC phosphopeptide, fluorescence polarization; P53350; note: potency is the fitted concentration of half-maximal effect; series mostly up to about 57 µM; % is set by controls: 0 for no effect and ±100 for the full control effect; nearly all actives have a fitted effect of over 65% in size
Abeta yeast res: compounds reversing amyloid beta toxicity in yeast | yeast expressing A-beta42, growth rescue, OD600, 48 h; response scale: 0% DMSO, 100% iron-clioquinol control | Potency, µM (highest dose often 46.1 µM), for the others: top-dose growth rescue, hits mostly activators | hit rate 0.063% among 410,000 | AID 1347071; note: potency is the fitted concentration of half-maximal effect; nearly all actives have a fitted effect of over 55% in size
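Yeast A-beta toxicity model in growth medium with pinned compounds, 48 h at 30 C; growth read as absorbance at 600 nm. Normalized to FeCl3/clioquinol equimolar mix (positive) and DMSO (negative).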
IL2 activator: activators of IL-2; IL-2 activation reporter assay, cell-based qHTS; stimulated with anti-CD3/CD4/CD28 beads; in transgenic mouse T cells; activation, % (series mostly up to about 46 µM); hit rate 0.065% among 360,000; AID 652025; in the data active = activation above about 50%; inconclusive = mostly about 30% to 49%; note: 0% is about no effect
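Unstimulated transgenic mouse T cells preincubated 60 min with compound, then stimulated with anti-CD3/anti-CD4-coated beads plus anti-CD28 for 18 h at 37 degrees C. IL-2 response read as EGFP and DsRed fluorescence by plate cytometry.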
EPAC1 ag: agonists of human EPAC1; EPAC1 agonist qHTS, biochemical assay; response scale: 100% = response to 6.5 mM cAMP; hit rate 0.073% among 360,000; Potency, µM (series often up to 154 µM), without a hit: top-dose activation, most hits filed as activators; O95398; note: potency is the fitted concentration of half-maximal effect; nearly all actives have a fitted effect of over 60% in size
Target sequence (O95398 whole entry, looked up): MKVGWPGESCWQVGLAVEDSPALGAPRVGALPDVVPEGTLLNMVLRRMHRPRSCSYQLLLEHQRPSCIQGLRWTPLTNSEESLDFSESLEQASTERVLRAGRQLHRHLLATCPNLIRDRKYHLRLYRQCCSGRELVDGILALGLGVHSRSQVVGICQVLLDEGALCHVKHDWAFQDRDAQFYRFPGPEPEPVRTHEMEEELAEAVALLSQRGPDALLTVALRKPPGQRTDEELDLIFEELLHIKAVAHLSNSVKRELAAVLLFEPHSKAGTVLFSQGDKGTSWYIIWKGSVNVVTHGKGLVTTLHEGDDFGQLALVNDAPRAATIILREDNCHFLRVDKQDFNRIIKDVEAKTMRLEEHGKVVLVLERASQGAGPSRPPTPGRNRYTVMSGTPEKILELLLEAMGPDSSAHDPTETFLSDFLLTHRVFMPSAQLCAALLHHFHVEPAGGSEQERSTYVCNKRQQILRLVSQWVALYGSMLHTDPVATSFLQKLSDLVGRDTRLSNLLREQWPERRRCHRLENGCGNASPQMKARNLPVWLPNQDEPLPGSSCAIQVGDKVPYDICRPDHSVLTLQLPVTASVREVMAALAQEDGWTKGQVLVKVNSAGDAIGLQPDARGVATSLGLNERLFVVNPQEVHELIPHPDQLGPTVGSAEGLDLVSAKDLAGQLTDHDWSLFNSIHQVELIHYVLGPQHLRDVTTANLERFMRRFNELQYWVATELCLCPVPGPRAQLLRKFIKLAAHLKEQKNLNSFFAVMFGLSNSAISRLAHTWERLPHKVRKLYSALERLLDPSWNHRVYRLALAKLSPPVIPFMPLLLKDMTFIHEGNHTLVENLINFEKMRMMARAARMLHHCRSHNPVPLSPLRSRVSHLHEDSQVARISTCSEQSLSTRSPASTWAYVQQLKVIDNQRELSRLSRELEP
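Normalized to 6.5 mM cAMP, activity reflects EPAC1-catalysed release of BODIPY-GDP from Rap1B, followed kinetically over 30 min at 480 nm excitation, 540 nm emission. Reaction contained 100 nM EPAC1, 250 nM Rap1B-BODIPY-GDP, 50 uM GDP.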
EPAC1 antagonist: blocks human EPAC1 exchange factor | Potency, µM (titrated, usually from 115 µM), inactives show at the highest dose activity change, negative = inhibition, hits mostly inhibitors | AID 720709 | O95398 | hit rate 0.14% among 360,000 | EPAC1 GEF assay, Rap1b-BODIPY-GDP exchange fluorescence;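 note: potency is the fitted concentration of half-maximal effect; plate controls were vehicle for no effect and positive control for full effect; nearly all actives have a fitted effect of over 50% in size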
* hit, by the source's call; ? = inconclusive; nt = no result given; & = joins results of further samples; [ ] = remark or other dose. Unless noted, calls come from the whole dose curve; as a rule, active = well fitted curve in the direction sought with a large enough effect; inconclusive = small, poorly fitted or top-dose-only effect, or another doubt; inactive = no such curve, though single readings can be large; an effect the other way counts as inactive or inconclusive.

Compound	WRN inhibitor	PI5P4Ka inh	FUS yeast rescue	PLK1 PBD block	Abeta yeast res	IL2 activator	EPAC1 ag	EPAC1 antagonist
S=C(Nc1nc2c(s1)CCCC2)NC1CC1	0%	4	18%	?	8.9µM*	-3.3	2%	-7%
CCCCCC(O)CCc1n[nH]c(=S)n1-c1ccccc1 (stereo unspecified)	-6%	-12	16%	-2%	19%	-0.3	1%	4%
CNc1c(NS(=O)(=O)c2ccc(Br)cc2)c(=O)oc2ccccc12	-8%	0	11%	-4%	-4%	8.5	0%	-6%
CC1Cc2ccccc2N1C(=O)c1nn(C)cc1Br (stereo unspecified)	-26%[57.1 µM]	-14	28%	-7%	-5%	-1.6	10%	-9%
CN(C)S(=O)(=O)c1ccc(N2CCCC2)c(C(=O)Nc2ccccc2)c1	-13%	1	12%	-4%	20%	-5.4	-5%	-1%
Cc1ccc(NC(=O)Cn2c([N+](=O)[O-])cnc2C)cc1	3%	0	-9%	-10%	9%	-0.5	11%	4%
COc1ccccc1C1(CCN=Cc2ccc(N(C)C)cc2)CCOC(C)(C)C1 (stereo unspecified)	-5%	1	12%	-7%	15%	0.4	-3%	-11%
Cc1cc(C)c2nc(-c3ccccn3)cc(C(=O)n3cccn3)c2c1	-1%	-4	35%	-15%	-16%	-2.4	-4%	15%
Cc1nn(-c2ccccc2)c(C)c1NC(=O)COC(=O)CCOc1ccccc1	10%	1	17%	0%	-7%	-3.3	1%	7%
Cc1cccc(CSCCNC(=O)CSCc2ccc([N+](=O)[O-])cc2)c1	-9%	-1	21%	-5%	29%	-0.1	6%	-11%
Cc1ccc(CS(=O)(=O)CCC(=O)NC2CC2)cc1	7%	nt	7%	-2%	5%	-1.1	5%	6%
CC(C)(C)C(=O)NC(Nc1cccc2cccnc12)C(Cl)(Cl)Cl (stereo unspecified)	-28%	4	8%	-6%	-5%	-0.1	16%	?
Cc1c(O)ccc(C(=O)CN2CCN(c3ccc(F)cc3)CC2)c1O	-4%	-3	-23%	-14%	nt	-0.4	-6%	-17%
CC(=O)c1ccc(OCc2cc(C(=O)N(C)CC3COc4ccccc4O3)no2)cc1 (stereo unspecified)	7%	1	?	0%	-12%	-4.4	7%	4%
O=C(Nc1nccs1)c1ccc([N+](=O)[O-])cc1	0%	-9	-6%	3%	-5%	-1.7	4%	-25%
Oc1ccc(/C=N/Nc2ncnc3nc[nH]c23)cc1	-24%	-66*	-7%	-4%	-18%	-0.8	0%	-11%
COc1ccc(-c2c3c(=O)n(C)c(=O)n(C)c3cn2N2CCOCC2)cc1	2%	5	21%	-16%	-4%	0.1	0%	-13%
O=C(CSc1ccc2ccccc2n1)NCCCN1CCCC1=O	-4%	7	-6%	?	4%	-0.6	9%	-1%
COc1cccc(C(=O)CC(C#N)c2ccc(F)cc2)c1 (stereo unspecified)	-6%	5	3%	-16%	18%	-2.6	3%	-16%
NC(=O)NC(=O)COC(=O)/C=C/c1cccc(Br)c1	-6%	1	-16%	-2%	11%	0.4	2%	-8%
CCOC(=O)c1nn(-c2ccccc2)cc1O	-24%	0	-19%	-3%	7%	-2.0	4%	-24%
COc1cc2c(-c3ccccc3O)nc3c(c(C)nn3-c3ccccc3)c2cc1OC	-9%	-8	-11%&4%	-2%	-6%&9%	-0.3	7%	7%
O=C(CCC(=O)c1cccs1)Nc1ncccc1O	-32%	-56*	13%	-13%	3%	-1.8	-5%	9%
CCOC(=O)N1CCN(CC(=O)Nc2cc(OCC)ccc2OCC)CC1	-18%[57.1 µM]	3	27%	-6%	-36%	-2.3	-10%	5%
O=C(C=CC(=O)OC1CCCCC1)OC1CCCCC1	-2%	16	-8%	-4%	-3%	-0.3	-5%	-26%
CCOC(=O)CSc1ccc(C(=O)Nc2ccc(Cl)cc2)cn1	3%	-5	18%	-14%	5%	9.7	0%	11%
O=C(CC(NC(=O)c1ccccc1Cl)c1ccccc1)NC1=NCCS1 (stereo unspecified)	1%	-5	7%	-4%	15%	0.9	-7%	9%
CCc1nc(N2CCC3(CC2)OCCO3)c2nnn(Cc3ccccc3)c2n1	-10%	10	22%	-1%	-16%	0.8	-2%	-4%
COc1ccc2cc(-c3cc(C(=O)OCC(=O)Nc4c(C)n(C)n(-c5ccccc5)c4=O)c4ccccc4n3)ccc2c1	-13%	-3	-2%	1%	-36%[inhibitor]	-1.1	8%	-21%
Cc1cc2c(cc1C)NC(c1c(C)n(C)n(-c3ccccc3)c1=O)C1=C(CC(C)(C)CC1=O)N2 (stereo unspecified)	-6%[57.1 µM]	1	27%	-28%	-1%	-1.4	0%	5%
CCCCN(C)S(=O)(=O)c1c(C)[nH]c(=O)[nH]c1=O	-1%	nt	-3%	-2%	13%	-0.1	0%	6%
CC(C)CCn1c(SCC(N)=O)nc2c1c(=O)n(C)c(=O)n2C	2%	0	-12%	-2%	-12%	-3.0	-37%[inhibitor]	5%
Cc1ccc(OCc2cc(C(=O)NCC(C)c3ccccc3)no2)cc1C (stereo unspecified)	-26%	13	nt	-9%	-10%	-4.2	17%	-11%
COc1cc(/C=N/N(C)C)ccc1OC(=O)c1cccs1	-3%	-8	2%	-4%	10%	-0.3	-1%	7%
CSc1ccc(CNCc2ccco2)cc1	-4%	-5	10%	0%	-2%	0.5	-4%	1%
Cc1ccc(NC(=O)CN(C)C(=O)Cc2ccc(Cl)cc2Cl)cc1	-18%	6	25%	-8%	19%	1.0	3%	-8%
O=C(NCC(F)(F)F)c1ccc(S(=O)(=O)NCCc2ccc3c(c2)OCCO3)cc1	4%	2	?	-1%	8%	-1.7	2%	3%
Cc1cc(Nc2ccc([N+](=O)[O-])cc2)c2ccccc2n1	11%	-3	-7%	-6%	-12%	-0.9	-18%	11%
Cc1ccc(C)c(NC(=O)CN(C)C(=O)c2ccc(S(=O)(=O)N3CCCCCC3)cc2)c1	-3%	4	19%	-2%	5%	0.0	3%	-3%
CCOC(=O)c1c(NC(=O)CNC2CCCc3ccccc32)sc(C(N)=O)c1C (stereo unspecified)	-1%	-11	8%	-10%	-8%	-1.0	4%	-29%
O=C(Nc1cc(S(=O)(=O)N2CCOCC2)ccc1N1CCOCC1)c1cccc(S(=O)(=O)N2CCCCC2)c1	-6%	10	?	?	-4%	-4.5	-4%	-3%
COCCNC(=O)c1ccc2nc(Cc3ccc(OC)c(OC)c3)oc2c1	-2%	1	-26%	-4%	-10%	-0.3	10%	-15%
COc1ccc(Cl)cc1Cn1c(C)c(C(=O)NCc2ccc(C#N)cc2)sc1=O	3%[57.1 µM]	-4	6%	1%	-3%	-0.7	-19%	6%
O=C(Nc1ccccc1)N1CCc2ccccc2C1	4%	-5	-3%	-23%	-1%	-0.3	-1%	5%
Cc1ccc(NCC(=O)N/N=C\C(Br)=C\c2ccccc2)cc1	-14%	nt	-10%	-13%	-24%	-1.7	-12%	8%
CCOc1cc2sc(N3CCC(C(=O)NCCCN4CCCC4=O)CC3)nc2cc1Br	3%	2	?	-12%	nt	-0.4	9%	-10%
COc1ccc(/C=C/C(=O)OC2CCCCC2CN(C)C)cc1 (stereo unspecified)	-5%	0	18%	-1%	-3%	1.5	9%	-5%
O=C(CC1CCCCC1)NCc1ccc(Cl)cc1	-18%	-6	2%	-11%	25%	-0.4	3%	-4%
CC#CCN1C=C(C(=O)OCC)C(C)N(Cc2ccc(Br)cc2)S1(=O)=O (stereo unspecified)	-4%	-5	5%	-7%	-23%	-0.4	-13%	-22%
COC(=O)c1cc(OC)c(OC)cc1NC(=O)CC1CCCCC1	-11%	nt	43%	-1%	0%	-1.8	-3%	-11%

Later entries:
Compound	WRN inhibitor	PI5P4Ka inh	FUS yeast rescue	PLK1 PBD block	Abeta yeast res	IL2 activator	EPAC1 ag	EPAC1 antagonist
CC(CN1CCCCC1)OC(=O)c1ccco1 (stereo unspecified)	-2%	-4	-9%	-7%	-6%	1.1	3%	7%
Cc1ccc(S(=O)(=O)N(CC(=O)Nc2cccc([N+](=O)[O-])c2)C2CCCCC2)cc1	-4%	-5	33%	-2%	11%	-0.3	-3%	-5%
O=S(=O)(Cc1ccccc1Cl)CC(O)COc1ccccc1Cl (stereo unspecified)	7%	5	8%	-24%	25%	-0.2	6%	-8%
O=C(COC(=O)c1cc[n+]([O-])cc1)Nc1ccc(F)c([N+](=O)[O-])c1	4%	?	nt	1%	-4%	-2.2	-9%	9%
Cc1ccc(CN2CCN(C3CCOCC3)CC2CCO)cc1 (stereo unspecified)	-1%	0	1%	-8%	4%	-1.4	3%	1%
CCOc1ccccc1CN1CCN(Cc2nc3ccccc3s2)CC1CCO (stereo unspecified)	-5%	5	5%	-12%	1%	-3.1	-5%	?
CNC(=O)C1CCN(S(=O)(=O)c2c(C)noc2/C=C/N(C)C)CC1	6%	-3	-1%	27µM*	15%	-1.2	6%	13%
COc1ccc(-c2noc(CN3CCC(Cc4ccccc4)CC3)n2)cc1	-9%	nt	6%	-4%	6%	-0.2	15%	-2%
O=C(CCN1CCOCC1)N1CCCC(Nc2ccc(F)cc2)C1 (stereo unspecified)	-8%	-3	-41%	-2%	8%	-0.7	9%	3%

An excerpt from above in order of their number in PLK1 PBD block, rising:
Compound | PLK1 PBD block
Cc1ccc(CN2CCN(C3CCOCC3)CC2CCO)cc1 (stereo unspecified) | -8%
COCCNC(=O)c1ccc2nc(Cc3ccc(OC)c(OC)c3)oc2c1 | -4%
CCOC(=O)c1nn(-c2ccccc2)cc1O | -3%
